# RGS4 inhibitor: human RGS4 inhibition; P49798; Transcreener GDP fluorescence polarization, RGS4-accelerated GTP hydrolysis; AID 504845; 0.039% of 390,000 active; Potency, µM (doses to about 114 µM), inactives show at the highest dose activity change, negative = inhibition, hits mostly inhibitors; note: % is set by controls: 0 for no effect and ±100 for the full control effect; nearly all actives have a fitted effect of over 75% in size; some results filed as inactive show a strong effect at the top dose
# Target sequence (P49798 whole entry, looked up): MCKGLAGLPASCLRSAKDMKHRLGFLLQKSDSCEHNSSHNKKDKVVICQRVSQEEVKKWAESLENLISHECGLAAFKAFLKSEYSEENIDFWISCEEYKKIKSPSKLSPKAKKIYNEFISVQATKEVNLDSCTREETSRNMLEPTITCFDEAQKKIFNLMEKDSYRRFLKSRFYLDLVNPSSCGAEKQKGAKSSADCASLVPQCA
#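 MLSMR compounds (23 nl, pin-transferred) preincubated 10 min at room temperature with a 500nM (2x) first reagent, then RGS4 at 900nM (2x) plus Transcreener GDP mix added; fluorescence polarization (620/688 nm) read before and after 90 min at 30 °C.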
# Vif-APOBEC3F blk: blocks the Vif interaction with APOBEC3F; 0.2% of 390,000 active; Potency, µM (highest dose often 46.1 µM), for inactives: top-dose activity, negative = active; HeLa A3F-eYFP + Vif (tagged APOBEC3F with the HIV-1 protein that degrades it), YFP fluorescence increase; note: % of control where 0% means no effect; nearly all actives have a fitted effect of over 65% in size
#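 HeLa cells stably expressing Vif plus C-terminally eYFP-tagged A3F were seeded, incubated overnight at 37 deg C, dosed with compound, incubated overnight again at 37 deg C. Yellow fluorescence (Ex 488/Em 500-530) reported blocked Vif-mediated A3F-eYFP degradation.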
# TrxR1 substrate: substrates of rat thioredoxin reductase 1. Potency, µM (doses to about 114 µM), without a hit: top-dose activity change, negative = substrate turnover. O89049. 0.01% of 390,000 active. AID 588456. purified TrxR1 substrate turnover, NADPH consumption readout; note: % is set by controls: 0 for no effect and ±100 for the full control effect; nearly all actives have a fitted effect of over 50% in size
#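 Rat TrxR1, dispensed at 90 nM, was prereduced with 400 uM NADPH (final) for 5 min at ~22 deg C, then incubated with compound 15 min before 400 uM selenite. A first-read NADPH fluorescence drop versus no-compound background flagged substrates.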
# RXFP1 agonist: agonists of human relaxin receptor RXFP1; HEK293T-RXFP1 cAMP TR-FRET, 30 min; response scale: percent of porcine relaxin response, buffer zero; Q9HBX9; Potency, µM (titrated, usually from 57.5 µM), inactives show at the highest dose activation, actives largely listed as activators; AID 2676; 0.3% of 370,000 active; note: % is set by controls: 0 for no effect and ±100 for the full control effect; nearly all actives have a fitted effect of over 60% in size; many of its hits are not listed in these tables
#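 Agonist response is measured as cAMP accumulation in an RXFP1-transfected HEK293T line under PDE4 inhibition. Values are scaled between buffer-only and 29 nM porcine relaxin, and EC50s come from standard Hill equation fits.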
# rTrxR1 inhibitor: blocks rat thioredoxin reductase 1; O89049; recombinant rTrxR1, NADPH fluorescence consumption, selenite substrate; Potency, µM (top dose mostly 114 µM), inactives show at the highest dose activity change, negative = inhibition, hits mostly inhibitors; 1% of 390,000 active; note: % is set by controls: 0 for no effect and ±100 for the full control effect; nearly all actives have a fitted effect of over 65% in size
#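 Rat TrxR1 (90 nM in the dispensed reagent) was pre-reduced with 400 uM NADPH for 5 min at room temperature, then incubated with compound for 15 min. After 400 uM selenite was added, NADPH fluorescence (Ex 340/Em 450 nm) was followed for 8 min.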
# Vif-APOBEC3G blk: inhibitors of Vif-APOBEC3G interaction; HeLa A3G-eYFP + Vif (tagged APOBEC3G with the HIV-1 protein that degrades it), YFP fluorescence, overnight; Q9HC16; 0.076% of 410,000 active; Potency, µM (titrated, usually from 46.1 µM), for the others: at the highest dose activity, negative = active, most hits filed as inhibitors; AID 602310;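 note: % is set by controls: 0 for no effect and ±100 for the full control effect; nearly all actives have a fitted effect of over 60% in size; hits raise eYFP signal because A3G escapes Vif-driven loss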
#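 HeLa cells stably expressing Vif and C-terminally eYFP-tagged A3G, seeded overnight at 37 deg C, then exposed to compound by pintool overnight at 37 deg C. Rise in yellow fluorescence (Ex 488/Em 500-530, Acumen) marks blocked Vif-driven A3G degradation.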
# IDH1 R132H inh: blocks human mutant IDH1 R132H enzyme; O75874; IDH1-R132H enzyme, NADPH consumption, diaphorase/resazurin fluorescence; Potency, µM (titrated, usually from 76.6 µM), inactives show at the top dose activity change, negative = inhibition, hits mostly inhibitors; 0.093% of 390,000 active; note: % is set by controls: 0 for no effect and ±100 for the full control effect; nearly all actives have a fitted effect of over 65% in size
#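 IDH1-R132H (0.5 ug/mL dispensed) in pH 7.5 Tris buffer was preincubated 30 min with compound, then given a substrate mix of 0.016 mM NADPH and 2 mM alpha-KG for 80 min at room temperature; remaining NADPH was read by diaphorase/resazurin fluorescence.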
# ALOX12 inh: ALOX12 (human) lipoxygenase inhibition. purified 12hLO, xylenol orange hydroperoxide absorbance. 1.1% of 580,000 active. AID 1671190. Potency, µM (series often up to 108 µM), without a hit: top-dose activity change, negative = inhibition, actives largely listed as inhibitors; note: % is set by controls: 0 for no effect and ±100 for the full control effect
# Target sequence (P18054 whole entry, looked up): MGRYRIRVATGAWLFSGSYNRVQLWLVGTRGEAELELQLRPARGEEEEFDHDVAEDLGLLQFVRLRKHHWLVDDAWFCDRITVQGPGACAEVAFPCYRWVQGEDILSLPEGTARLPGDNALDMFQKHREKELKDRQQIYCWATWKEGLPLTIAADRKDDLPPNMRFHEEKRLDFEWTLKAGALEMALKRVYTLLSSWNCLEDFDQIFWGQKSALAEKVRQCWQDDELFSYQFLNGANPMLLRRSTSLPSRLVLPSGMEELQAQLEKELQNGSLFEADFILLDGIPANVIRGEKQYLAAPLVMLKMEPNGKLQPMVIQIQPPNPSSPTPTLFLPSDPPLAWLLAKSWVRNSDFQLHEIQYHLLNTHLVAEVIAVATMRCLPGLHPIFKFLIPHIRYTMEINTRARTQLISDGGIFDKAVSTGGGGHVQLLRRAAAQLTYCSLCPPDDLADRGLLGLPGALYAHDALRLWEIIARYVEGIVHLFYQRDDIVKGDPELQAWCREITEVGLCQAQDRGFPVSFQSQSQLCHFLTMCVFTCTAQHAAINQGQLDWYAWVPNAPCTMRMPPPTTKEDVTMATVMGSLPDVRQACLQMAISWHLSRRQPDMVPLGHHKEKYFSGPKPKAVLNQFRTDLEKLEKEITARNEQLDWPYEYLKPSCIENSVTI
#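 Hydroperoxide product was detected by ferrous iron/xylenol orange as the 573 to 405 nm absorbance ratio. Arachidonic acid at 40 uM (final) was turned over for 30 min at room temperature by 150 nM human 12hLO, pH 7.0 Hepes buffer, after 15 min compound preincubation.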
# USP1 inh: USP1/UAF1 (human) deubiquitinase inhibition; 0.23% of 390,000 active; O94782; recombinant USP1/UAF1, Ub-Rhodamine cleavage fluorescence; Potency, µM (series often up to 57.1 µM), inactives show at the top dose activity change, negative = inhibition, actives largely listed as inhibitors; note: % is set by controls: 0 for no effect and ±100 for the full control effect; nearly all actives have a fitted effect of over 60% in size; inactives centre near -12
#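 USP1/UAF1 complex (1 nM) preincubated 15 min at room temperature with compound, then Ub-Rho substrate (150 nM final) added. Kinetic fluorescence at 480/540 nm over 6 reads at 60 s intervals; 50 mM HEPES pH 7.8, 0.5 mM EDTA, 0.1 mg/ml BSA, 1 mM TCEP, 0.01% Tween-20.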
# * hit, by the source's call; ? = inconclusive; . = no result given; & = joins results of further samples; [ ] = another dose, or the depositor's remark. Calls come from the whole dose curve; as a rule, active = well fitted curve in the direction sought with a large enough effect; inconclusive = small, poorly fitted or top-dose-only effect, or another doubt; inactive = no such curve, though single readings can be large; an effect the other way counts as inactive or inconclusive. Potency is the fitted concentration of half-maximal effect. Some of the compounds tested; the hit share may differ from the screen's.
# Order of values – IDH1 R132H inh | USP1 inh | TrxR1 substrate | rTrxR1 inhibitor | RXFP1 agonist | Vif-APOBEC3F blk | Vif-APOBEC3G blk | ALOX12 inh | RGS4 inhibitor
- CCc1onc(C)c1C(=O)Nc1cc(C)ccc1OC
    5% | -13% | -5% | 3% | -1.1% | 2% | 0% | 4% | -14%
- CCC1CCCCN1C(=O)c1noc(C(C)C)c1[N+](=O)[O-] (stereo not given)
    3% | -17% | -5% | -8% | 0.2% | -19% | 0% | 4% | -9%
- Cc1cccc(NC(=O)COc2cccc3c2CCN(Cc2ccccc2)C3=O)c1C
    -1% | -21% | 9%[57.1 µM] | 9%[57.1 µM] | 3.4% | 3% | 1% | -3% | -13%
- Cc1ccc([C@H]2C[C@H](n3cc(COC(=O)c4ccccc4)nn3)[C@@H](O)CN2C(=O)c2cccs2)cc1
    -5% | ? | . | . | . | -4% | 5% | -21% | .
- CCn1ccnc1CN1CCC(n2nccc2NC(=O)CCc2ccccc2)CC1
    -5% | -9% | -11% | -13% | -0.7% | 1% | -1% | 12% | 0%
- COC(=O)CN1C(=O)C(O)(CC(=O)c2ccc(Cl)cc2)c2ccccc21 (stereo not given)
    1% | ? | 3% | 20% | 0.7% | 2% | 3% | 13% | ?
- CC(C)(C)NC(=O)CN(Cc1cccnc1)C(=O)c1csnn1
    16% | -12% | 0% | 11% | 1.8% | -4% | -4% | ? | 25%
- Cc1ccccc1Sc1ccc(N)cn1
    8% | 3% | 2% | 8% | . | -12% | 2% | 0% | 13%
- CC1(C)Cc2nc(-c3ccccc3)nc(SCC(O)CO)c2CO1 (stereo not given)
    4% | -7% | -3% | 24% | 3.7% | -4% | 0% | 214%[activator] | 9%
- COc1ccc(S(=O)(=O)N2CCCC2C(=O)Nc2ccc(O)cc2)cc1 (stereo not given)
    -7% | ? | 3% | 19% | 1.8% | 3% | -2% | 6%[57.4 µM] | -2%
- CCOC(=O)CCCCC(=O)c1[nH]c(=O)[nH]c1CSc1nc2ccccc2[nH]1
    7% | ? | -2% | 3.2µM* | -0.3% | -8% | 0% | -26% | -7%
- Cc1nn(CCc2n[nH]c(=S)n2C)c(C)c1Br
    3% | 5% | 4% | -7% | 1.4% | 2% | 0% | ? | -1%
- C(=Nc1ccccc1)c1ccc[nH]1
    -10% | -17% | 6%[57.1 µM] | 3% | . | -7% | 1% | 2% | 8%
- N/C(=N\c1nc2ccccc2o1)NC(=O)c1cccc(Cl)c1
    -2% | 6% | 4%[57.1 µM] | 25%[57.1 µM] | 4.2% | 7% | 0% | 129%[activator] | 7%
- COc1ccccc1CN1CC(C(=O)NCCSc2nnnn2C)CCC1=O (stereo not given)
    3% | -13% | -7% | -12% | -1.3% | 7% | 1% | -23% | 4%
- COc1cccc(CNC(=O)CSCc2cnn(-c3ccccc3)c2-n2cccc2)c1OC
    3% | -19% | -13% | -5% | 1.2% | -1% | 0% | 0% | 3%
- CC12CCC(C(=O)NCc3ccc(Cl)cc3)(OC1=O)C2(C)C (stereo not given)
    2% | -11% | 7%[57.1 µM] | 19% | 1.6% | 1% | 0% | -4% | 2%
- C=CC(COCc1ccccc1)N(C(=O)OC(C)(C)C)S(=O)(=O)c1ccccc1Br (stereo not given)
    1% | ? | 0% | 11% | 1.8% | 2% | 0%&-1% | 7% | -11%&-34%
- Cc1ccccc1N1CCN(C(=O)c2ccccc2NC(=O)/C=C\C(=O)O)CC1
    3% | 4% | 11%[57.1 µM] | ? | -2.6% | -6% | -1% | ? | -29%
- Cc1ccccc1NC(=O)[C@H](CSCc1ccccc1)N1Cc2ccccc2C1=O
    -1% | -25% | 9% | 41% | 0.4% | 0% | -7% | 0% | -7%

# Whole records, looked up by structure. Values in the order: IDH1 R132H inh | USP1 inh | TrxR1 substrate | rTrxR1 inhibitor | RXFP1 agonist | Vif-APOBEC3F blk | Vif-APOBEC3G blk | ALOX12 inh | RGS4 inhibitor
# Shown for `Cc1ccccc1N1CCN(C(=O)c2ccccc2NC(=O)/C=C\C(=O)O)CC1` = 3% | 4% | 11%[57.1 µM] | ? | -2.6% | -6% | -1% | ? | -29%
# Shown for `C(=Nc1ccccc1)c1ccc[nH]1` = -10% | -17% | 6%[57.1 µM] | 3% | . | -7% | 1% | 2% | 8%
# Shown for `CC12CCC(C(=O)NCc3ccc(Cl)cc3)(OC1=O)C2(C)C` (stereo not given) = 2% | -11% | 7%[57.1 µM] | 19% | 1.6% | 1% | 0% | -4% | 2%

# Next structures follow:
# Order of values – IDH1 R132H inh | USP1 inh | TrxR1 substrate | rTrxR1 inhibitor | RXFP1 agonist | Vif-APOBEC3F blk | Vif-APOBEC3G blk | ALOX12 inh | RGS4 inhibitor
- O=C(CCCN=C1NS(=O)(=O)c2ccccc21)OCC(=O)c1ccccc1Cl
    -1% | -21% | -4%[57.1 µM] | 15%[57.1 µM] | 0.2% | -6% | -1% | -23% | 1%
- Cc1cc(O)c(C(C)C)cc1N=Nc1ccccc1C(=O)O
    1% | -13% | -16% | -15% | -4.1% | 1% | -6% | 17% | 4%
- Cc1ccnc(NC(=O)c2ccc([N+](=O)[O-])s2)c1
    -7% | -14% | 2% | 0% | 7.2% | 3% | -17% | ? | 6%
- C[C@@H]1CN([C@H](C)CO)C(=O)CCCn2nncc2CO[C@H]1CN(C)C(=O)c1cc(-c2ccccc2)on1
    7% | -21% | . | . | . | 1% | 0% | -8% | .
- CCOC(=O)N/N=C(/c1ccccc1)C1CCCCC1
    8% | -8% | -19%[57.1 µM] | 11%[57.1 µM] | 0.6% | 1% | 3% | 6% | -27%
- CCOc1ccc(Br)cc1S(=O)(=O)NCCN(C)C
    4% | -14% | 1% | -2% | 1.0% | -4% | 1% | 0% | -11%
- COc1ccc(C(=O)NNC(=O)C23CC4CC(CC(C4)C2)C3)cc1OC
    -9% | -21% | -6% | 0% | 2.1% | -2% | 1% | 326%[activator] | 5%
- Cc1cccc(OCC(=O)O/N=C(\N)Cc2cccs2)c1
    7% | -1% | 7%[57.1 µM] | 17% | -0.2% | -1% | -1% | 21% | 30%
- Cc1ccc(C(C(=O)Nc2ccc3c(c2)OCO3)N(C)C(=O)/C=C\c2ccc3c(c2)OCO3)cc1 (stereo not given)
    8% | -12% | 1%[57.1 µM] | 11%[57.1 µM] | 2.7% | 12% | -2% | -6% | 8%
- CCOc1ccccc1NC(=O)CSc1nnnn1-c1ccc(C(=O)OC)cc1
    1% | -19% | 4%[57.1 µM] | 5%[57.1 µM] | 1.0% | -6% | -4% | -1% | -22%
- C=CCN1C(=O)C2C3CC(=O)C(c4ccccc43)C2C1=O (stereo not given)
    -15% | -9% | 8%[57.1 µM] | 11%[57.1 µM] | 1.7% | -11% | -3% | 2% | -22%
- COCCNC(=S)N(CCc1c(C)[nH]c2ccc(OC)cc12)Cc1cccnc1
    0% | -3% | -8% | -11% | -2.2% | 4% | -11% | 0% | -20%
- COc1ccccc1/C=N/Nc1cc(C)nc2ccc(C)cc12
    -13% | -22% | 25% | 12% | 0.5% | 5% | -7% | 0% | 13%
- COc1ccc(C2NC(=O)c3n[nH]c(C)c32)c(OC)c1 (stereo not given)
    -3% | -23% | 6% | 13% | 2.7% | -2% | 0% | -3% | 9%
- COc1ccc(Nc2nc(Cl)nc(Nc3ccc(OC)cc3OC)n2)c(OC)c1
    0% | 1% | 10%[57.1 µM] | 39%[activator][57.1 µM] | 5.3% | 2% | -1% | -14% | -1%
- c1ccc(-c2noc(CC3CCCCC3)n2)cc1
    7% | -20% | 1%[57.1 µM] | 5%[57.1 µM] | 1.6% | 8% | 3% | -8% | 2%
- COc1cc(C)cc2oc(=O)c(CC(=O)NCCc3ccc(Cl)cc3)c(C)c12
    12% | -27% | 28% | 32% | 9.5% | -4% | -20% | 2% | -6%
- COc1ccccc1C(=O)NCc1ccccn1
    1% | -23% | -3% | 19% | -1.6% | -1% | 0% | 90%[activator] | -10%[56.9 µM]
- C/C(=N\N=C1\NC(=O)CS1)c1cccs1
    -16% | -9% | -7% | 8% | -6.1% | 0% | 0% | -3% | -6%
- CCOC(=O)C1=NN(C(=O)Nc2cccc(C(F)(F)F)c2)C2C(=O)N(c3cccc(C(F)(F)F)c3)C(=O)C12 (stereo not given)
    4% | -16% | 0% | 33% | 2.4% | 7% | 3% | -2% | 8%
- COc1ccc(Cc2noc(CN3CCNC(=O)CC3)n2)cc1OC
    -11% | -1% | -1%[57.1 µM] | 3%[57.1 µM] | 2.0% | 8% | 8% | 1% | -16%
- CCCSc1nnc2[nH]c(=O)cc(C)n12
    4% | -17% | -2%[57.1 µM] | -9%[57.1 µM] | 3.0% | -11% | 7% | -25% | -28%
- COc1c(Cl)cc(Cl)cc1/C=N/n1cnnc1
    5% | -20% | 9% | 12% | 0.4% | -6% | 0% | 16% | -19%
- Cc1cc(OCCn2c(CCNC(=O)C3CCCCC3)nc3ccccc32)ccc1Cl
    -9% | -14% | 12%[0.457 µM] | 0% | -0.9% | -11% | 1% | -23% | -34%
- COC(=O)CSc1[nH]c2ccc(Br)cc2c1[N+](=O)[O-]
    2% | -3% | 6%[57.1 µM] | 11µM* | 1.1% | ? | -3% | -5% | -32%
